From PubChem
dFosB activator: enhances mouse delta FosB homodimer DNA binding | P13346 | purified delta FosB, TAMRA-CDK5 oligo fluorescence polarization; percent of positive-control signal above neutral wells | activation, % at 25 µM | 340,000 compounds, 0.99% hits | AID 493131;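 active means mean activation above about 17%, with every replicate also reaching it, limit read from the data, passing the limit was not always enough; inconclusive means only one of the two conditions met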;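 further: fluorescence polarization rise as delta FosB binds a TAMRA Cdk5 AP-1 oligo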
Target sequence (P13346 whole entry, looked up): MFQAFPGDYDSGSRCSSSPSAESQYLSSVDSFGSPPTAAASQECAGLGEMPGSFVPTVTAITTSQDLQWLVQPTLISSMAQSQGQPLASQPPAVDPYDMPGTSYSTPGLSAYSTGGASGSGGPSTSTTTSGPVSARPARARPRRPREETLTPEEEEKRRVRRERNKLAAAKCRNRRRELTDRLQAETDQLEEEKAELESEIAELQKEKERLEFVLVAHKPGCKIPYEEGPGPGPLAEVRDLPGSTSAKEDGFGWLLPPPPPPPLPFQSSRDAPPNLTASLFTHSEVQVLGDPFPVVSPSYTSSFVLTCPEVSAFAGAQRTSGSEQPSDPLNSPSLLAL
Rtt109 Vps75: blocks Candida albicans Rtt109/Vps75 acetyltransferase activity; Q5AAJ8; purified Rtt109/Vps75, ThioGlo CoA-SH fluorescence, 4 h; inhibition, % at 34.9 µM; 330,000 compounds, 0.16% hits;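 active means inhibition of at least 50% in every replicate; inconclusive means best replicate reaches 50% inhibition but some replicates fall short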
Target sequence (Q5AAJ8 whole entry, looked up): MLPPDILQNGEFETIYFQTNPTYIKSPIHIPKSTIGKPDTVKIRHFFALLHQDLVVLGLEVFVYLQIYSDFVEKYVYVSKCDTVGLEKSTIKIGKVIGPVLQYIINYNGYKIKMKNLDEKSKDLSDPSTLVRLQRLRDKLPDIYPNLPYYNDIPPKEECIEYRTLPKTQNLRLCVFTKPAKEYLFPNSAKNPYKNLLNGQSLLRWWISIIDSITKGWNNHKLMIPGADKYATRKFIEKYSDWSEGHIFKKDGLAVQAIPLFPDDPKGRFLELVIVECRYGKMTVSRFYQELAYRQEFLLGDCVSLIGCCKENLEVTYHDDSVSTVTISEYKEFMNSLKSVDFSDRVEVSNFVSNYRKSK
Tat transport: E. coli Tat transport inhibition. E. coli MC4100 TorA-mCherry Tat export, fluorescence. inhibition, % at 10 µM. 340,000 compounds, 0.036% hits. AID 488895;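 active means mean replicate inhibition at least 50% and at least half of replicates individually reaching 50%; inconclusive means only one of the two criteria met; inactive means neither criterion met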;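 further: exported cargo escapes ClpAP degradation while cytoplasmic cargo is degraded and loses fluorescence; 0% = median of neutral control wells and 100% = median of NaSCN control wells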
CAL PDZ FP-1: blocks peptide binding to the human CAL PDZ domain | Q9HD26 | purified CAL PDZ, TMR-peptide fluorescence polarization, 1 h | inhibition, % at 24.9 µM | 300,000 compounds, 0.92% hits | AID 602252;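 active means mean inhibition of at least 30% with at least half of replicates also reaching 30%; inconclusive means no clear call, values can overlap the other calls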;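 further: 0% = DMSO neutral control and 100% = excess unlabeled competitor peptide PRC23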
MITF act: MITF TRPM1 promoter activation in melanoma cells | SK-MEL-5 TRPM1-promoter luciferase, 24 h; % of positive control, neutral wells = 0 | activation, % at 12.5 µM | 300,000 compounds, 0.75% hits | AID 588334;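 active means mean activation of at least 80% with every replicate also reaching 80%; inconclusive means mean reaches 80% but some replicate falls short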;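 further: 0% = neutral control wells and 100% = parthenolide positive control wells; values of inactives mirror those of a sister screen read the other way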
CAL PDZ FP-2: human CAL PDZ-peptide interaction inhibition; purified CAL PDZ, TMR-peptide fluorescence polarization, 1 h; inhibition, % at 20 µM; 330,000 compounds, 0.02% hits; AID 504414;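 active means highest replicate inhibition of at least 40%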;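 further: plate controls were DMSO neutral control wells for no effect and unlabeled competitor peptide control wells for full effect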
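Control set: unlabelled peptide and DMSO controls / Material: purified CerCALP PDZ construct / Timing: 1 h incubation at room temperature before polarization reading / Doses: 20 µM, one dose / Detection: fluorescence polarization (mP)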
CDK5 p35 inh: inhibitors of human CDK5/p35 kinase. inhibition, % at 10 µM. Q00535+Q15078. Recombinant CDK5/p35, ADP-Glo luminescence, 60 min. 330,000 compounds, 0.01% hits. AID 488839;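 active means highest replicate inhibition of at least 50% and at least 75% of replicates reaching 50%; inconclusive means only one of the two criteria met; inactive means both criteria failed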;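 further: plate controls were DMSO neutral control for no effect and GW8510 at 10 µM for full effect; many of its hits are not listed in these tables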
Wnt act: Wnt/beta-catenin pathway activation; activation, % at 9.35 µM; 300,000 compounds, 1.2% hits; Wnt/beta-catenin reporter cell assay, activator, plate reader; in the data active means activation above about 30%, passing the limit was not always enough; inconclusive means no clear call, values can overlap the other calls;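 further: 0% = neutral control wells and 100% = positive control wells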
RTF Ca sens act: increases calcium sensitivity of human cardiac regulated thin filaments. P19429+P45379. IANBD-labeled TnC RTF fluorescence at EC20 calcium; 0% EC20 calcium, 100% full calcium. activation, % at 7.2 µM. 340,000 compounds, 0.24% hits. AID 493008;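 active means activation above the mean over all tested compounds plus 3 SD, cut at about 30% in these data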;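 further: rise in fluorescence read as greater calcium sensitivity of cardiac thin filaments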
V-ATPase pH: yeast V-ATPase proton transport regulation by pHLuorin | S. cerevisiae, pHLuorin cytosolic pH fluorescence | AID 504577 | response, % at 10 µM | 350,000 compounds, 0.37% hits; in the data active means response mostly above about 7.3%, no sharp cut-off; inactive means mostly below about 5.4%; further: actives read high; inactives centre near 0; some compounds called inactive have numbers as strong as hits
Numbers without * were called inactive; ? = inconclusive; / = not tested or not shown.

SMILES	dFosB activator	Rtt109 Vps75	Tat transport	CAL PDZ FP-1	MITF act	CAL PDZ FP-2	CDK5 p35 inh	Wnt act	RTF Ca sens act	V-ATPase pH
Cc1cc(=S)c2ccccc2[nH]1	-3	-6	-1	-7	4	-0.1	1.4	9	-6	2
Cc1ccccc1NS(=O)(=O)c1ccc(NS(=O)(=O)c2cccs2)cc1	-6	-3	-1	/	5	-0.7	1.0	2	-1	4
CCN1C[C@@H]2[C@@H]3C(=O)N(C)C(=O)[C@@H]3[C@](Cc3ccccc3)(C(=O)OC)N2C1=NC1CCCCC1	-4	-6	-10	-5	-1	0.2	-0.4	-2	-5	-1
CC(=O)NCCNC(=O)C1CCC(CNc2nc(=S)[nH]c3ccccc23)CC1 (stereo unspecified)	-1	5	14	-2	-10	-0.2	-1.5	7	-9	1
O=C(CN1CCN(c2ccc(F)cc2)CC1)Nc1ccc2c(c1)OCCO2	-3	5	4	0	0	-1.2	-0.7	-1	-8	-96
Cc1cc(Cl)ccc1OC(C)C(=O)NNC(=O)C1CCCCC1C(=O)O (stereo unspecified)	-1	10	-3	-1	-17	-2.0	-21	1	-3	-4
CCCn1nc(C(=O)Nc2ccc(S(=O)(=O)Nc3ncccn3)cc2)c2ccccc2c1=O	-12	-11	-10	-8	0	-0.8	2.5	1	2	0
Cc1cccc(C(=O)OC(C)C(=O)N2CCc3ccccc3C2)c1C (stereo unspecified)	-4	11	6	52*	2	-0.7	-1.3	-4	0	1
CN(C(=O)COC(=O)Cc1c(Cl)cccc1Cl)C1CCS(=O)(=O)C1 (stereo unspecified)	-1	-18	0	/	5	0.4	-0.3	1	-2	-3
Cc1ccc(CN2CCN(Cc3cn(C(C)C)c4ccccc34)CC2CCO)o1 (stereo unspecified)	1	-4	3	-2	5	-0.4	-0.8	-1	-5	-1
CCCCN(C(=O)CSc1nnc(Nc2ccc(C)c(C)c2)s1)c1c(N)n(Cc2ccccc2)c(=O)[nH]c1=O	2	5	-9	-4	30	-0.8	0.9	5	5	3
COc1cc(OC)cc(C(=O)Nc2cccc(NC(C)=O)c2)c1	-6	20	3	-1	-9	-2.5	-0.9	13	-5	2
Cc1nn(C(=O)c2nn(C)cc2Cl)c(C)c1Br	-3	0	3	0	0	-2.7	0.1	0	4	2
CC(=O)SC(C)CC(=O)NCc1ccccc1 (stereo unspecified)	-2	-1	-7	-2	10	-1.4	-1.4	3	5	-1
Cc1cc(C)c(O)c(-c2cc(C(=O)NCCc3ccc(S(N)(=O)=O)cc3)[nH]n2)c1	-2	22	2	0	14	-3.1	-3.0	-1	-3	2
Cc1ccccc1N1C(=O)CC(Nc2ccc3c(c2)OCO3)C1=O (stereo unspecified)	1	/	-4	-2	-7	-4.9	-0.9	-4	-3	2
O=C(CN1C(=O)NC2(CCCC2)C1=O)N1CCc2ccccc2C1	-1	0	2	/	2	-3.0	1.4	?	5	0
O=C(O)CC/C(=C\c1ccc2c(c1)OCO2)c1nc2ccccc2s1	-7	19	0	-10	14	-3.7	2.5	-4	-3	-4
Cc1ccc(CNC(=O)C2CCCN2C(=O)Nc2ccc(C)cc2)cc1 (stereo unspecified)	-1	-24	-3	-4	/	-0.3	0.5	0	-3	-1
CN(CC1CCCN(CCc2ccc(Cl)cc2)C1)C(=O)c1ccc2nc[nH]c2c1 (stereo unspecified)	-7	1	-6	-4	-5	-3.0	0.5	-3	-1	0
O=S(=O)(c1ccccc1)N1CCc2ccccc2C1	-7	-1	9	-3	/	0.4	2.2	-1	-2	-3
COC1=CC2(O)CCCC2=CC1=O (stereo unspecified)	-5	-1	8	-4	-1	0.5	1.2	-2	18	0
Cc1cccc(NC(=O)CNC(=O)CCc2nc3sc4c(c3c(=O)[nH]2)CCCC4)c1C	-12	-12	1	0	6	-2.4	-4.2	-1	-13	2
COc1cc(NC(=O)C/C(C)=N/NC(=O)C(=O)NC2CCCCC2)c(OC)cc1Cl	-6	-1	1	2	-11	-4.6	-0.5	-1	6	0

A second format for part of the listing above:
dFosB activator | Rtt109 Vps75 | Tat transport | CAL PDZ FP-1 | MITF act | CAL PDZ FP-2 | CDK5 p35 inh | Wnt act | RTF Ca sens act | V-ATPase pH | Structure
1 | / | -4 | -2 | -7 | -4.9 | -0.9 | -4 | -3 | 2 | Cc1ccccc1N1C(=O)CC(Nc2ccc3c(c2)OCO3)C1=O (stereo unspecified)
-1 | 0 | 2 | / | 2 | -3.0 | 1.4 | ? | 5 | 0 | O=C(CN1C(=O)NC2(CCCC2)C1=O)N1CCc2ccccc2C1
-1 | -24 | -3 | -4 | / | -0.3 | 0.5 | 0 | -3 | -1 | Cc1ccc(CNC(=O)C2CCCN2C(=O)Nc2ccc(C)cc2)cc1 (stereo unspecified)
-2 | -1 | -7 | -2 | 10 | -1.4 | -1.4 | 3 | 5 | -1 | CC(=O)SC(C)CC(=O)NCc1ccccc1 (stereo unspecified)
-7 | 1 | -6 | -4 | -5 | -3.0 | 0.5 | -3 | -1 | 0 | CN(CC1CCCN(CCc2ccc(Cl)cc2)C1)C(=O)c1ccc2nc[nH]c2c1 (stereo unspecified)
-7 | -1 | 9 | -3 | / | 0.4 | 2.2 | -1 | -2 | -3 | O=S(=O)(c1ccccc1)N1CCc2ccccc2C1

The results go on:
SMILES	dFosB activator	Rtt109 Vps75	Tat transport	CAL PDZ FP-1	MITF act	CAL PDZ FP-2	CDK5 p35 inh	Wnt act	RTF Ca sens act	V-ATPase pH
O=[N+]([O-])c1ccccc1S(=O)(=O)N(CC1CO1)c1ccccc1 (stereo unspecified)	-6	2	?	-6	-4	-0.2	-1.2	1	-1	2
Cc1ccc(-n2nc3cc(C)c(N)cc3n2)cc1	-20	0	6	-1	1	-1.3	2.8	/	3	-6
O=C(O)c1ccccc1CC(CCc1ccccc1)C(=O)O (stereo unspecified)	11	-4	-9	-4	5	-0.2	3.1	1	-8	0
CCOC(=O)N1CCN(C(=O)c2cc3c(=O)n(C)c4ccccc4c3n2C)CC1	-10	-13	4	/	0	-0.1	-0.3	-5	5	-2
CCN1C(=O)[C@H]2[C@@H](c3ccc(Cl)cc3)N3C(=O)CN(CCOC)C(=O)[C@@]3(C)[C@H]2C1=O	-2	0	1	2	-10	-2.0	1.0	0	-4	0
O=C(O)/C=C/C(=O)N1CCN(Cc2ccc3c(c2)OCO3)CC1	3	2	-1	3	-12	-0.1	-1.2	1	-2	4
CN(CC(=O)Nc1sccc1C#N)C1CCCCC1	-17	2	0	1	-12	-0.6	-0.2	/	0	3
Cc1cc(C)n(-c2nc3c(c(=O)[nH]c(=O)n3C)n2C(C)C)n1	-1	0	-5	-4	-3	-0.5	-0.5	/	-1	0
CN(Cc1ccc(F)cc1)S(=O)(=O)c1nnc(NC(=O)c2ccccc2)s1	9	-1	-3	-5	1	-0.6	-0.8	3	-4	0
O=C(NCC1CCCO1)/C(=C\c1ccccc1F)NC(=O)c1ccccc1 (stereo unspecified)	-1	-3	3	-1	/	-2.3	-0.6	4	-2	7
Cc1cccc(C)c1-n1c(C)cc(/C=N/NC(N)=S)c1C	3	34	3	1	-13	-1.0	1.0	/	4	1
CC(C)CNC(=O)C(=O)NN=C1CCCCCC1	-4	-3	-8	7	-10	-0.8	1.0	/	2	-1

The closing three records of the part above lead into the next:
SMILES	dFosB activator	Rtt109 Vps75	Tat transport	CAL PDZ FP-1	MITF act	CAL PDZ FP-2	CDK5 p35 inh	Wnt act	RTF Ca sens act	V-ATPase pH
O=C(NCC1CCCO1)/C(=C\c1ccccc1F)NC(=O)c1ccccc1 (stereo unspecified)	-1	-3	3	-1	/	-2.3	-0.6	4	-2	7
Cc1cccc(C)c1-n1c(C)cc(/C=N/NC(N)=S)c1C	3	34	3	1	-13	-1.0	1.0	/	4	1
CC(C)CNC(=O)C(=O)NN=C1CCCCCC1	-4	-3	-8	7	-10	-0.8	1.0	/	2	-1
Cc1cccc(C(=O)N(c2ccccn2)C(C)c2ccco2)c1 (stereo unspecified)	8	-1	-5	-7	3	15	0.1	1	-4	-3
Cc1cc(OCn2ccc(C(=O)O)n2)ccc1Cl	6	5	-9	-2	2	-1.8	0.6	-2	0	-5
Cc1cccc(NC(=O)c2nc[nH]c2C(=O)N[C@@H](CC(C)C)C(=O)OC(C)(C)C)c1	-2	6	6	-4	4	-0.2	-0.4	-14	-6	1
O=C1Nc2ccccc2C(O)(C(=O)N2CCCCC2)N1c1ccccc1 (stereo unspecified)	-4	15	4	0	-2	-0.1	0.3	0	-2	1
CC1=C(C(=O)Nc2ccccc2C(=O)N2CCC(C)CC2)SCCO1	1	3	-8	-3	4	-1.8	/	0	-2	-2
Cc1ccc(Cc2cnc(NC(=O)/C(C#N)=C/c3ccc(-c4ccc([N+](=O)[O-])cc4)o3)s2)cc1	-3	-4	3	-1	-15	-1.3	-0.7	-1	2	4
COc1cc(C=O)ccc1OCC(=O)NC(C)(C)C	-6	-6	7	-1	17	-4.4	1.8	-2	2	2
CCOC(=O)N1CCC(NC(=O)CN(C)S(=O)(=O)c2cc3c(cc2Cl)NC(=O)CO3)CC1	-3	3	5	-6	2	-2.2	-3.6	/	13	4
